pPAFAH inh – pPAFAH enzyme inhibitors, primary screen, biochemical, fluorescence polarization, human. Platelet-activating factor acetylhydrolase (Homo sapiens), Q13093. inhibition, % at 3.39 µM. actives 1.5% (n = 330,000). recombinant pPAFAH, FP-rhodamine probe fluorescence polarization;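 active = inhibition above the mean inhibition across the screen plus 3 SD, cut at about 25% in these data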;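 note: inhibitors block binding of the rhodamine activity-based probe so polarization drops; 0% = enzyme with DMSO and 100% = wells lacking pPAFAH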
PAFAH1B2 FP inh – PAFAH1B2 enzyme inhibitors, primary screen, biochemical, fluorescence polarization, human. AID 492953, 2010. recombinant PAFAH1B2, FP-rhodamine activity probe. actives 1.2% (n = 340,000). inhibition, % at 3.39 µM;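 active = inhibition above the mean of all tested compounds plus 3 SD, cut at about 24% in these data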;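 note: 0% = enzyme with DMSO and 100% = wells lacking PAFAH1B2; many of its hits are not listed in these tables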
Target sequence (P68402 whole entry, looked up): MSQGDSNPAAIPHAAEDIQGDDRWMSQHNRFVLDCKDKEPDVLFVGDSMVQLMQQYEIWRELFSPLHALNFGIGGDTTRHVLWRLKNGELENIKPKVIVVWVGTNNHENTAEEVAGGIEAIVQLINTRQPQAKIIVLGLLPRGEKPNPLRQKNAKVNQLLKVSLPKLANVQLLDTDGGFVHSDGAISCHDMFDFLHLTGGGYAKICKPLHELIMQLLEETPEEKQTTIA
PAFAH2 inh – PAFAH2 enzyme inhibitors, primary screen, biochemical, fluorescence polarization, human | actives 0.99% (n = 340,000) | recombinant PAFAH2, FP-rhodamine activity probe | inhibition, % at 3.39 µM | Platelet-activating factor acetylhydrolase 2, cytoplasmic (Homo sapiens), Q99487;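 active = inhibition above the mean over all tested compounds plus 3 SD, cut at about 30% in these data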;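 note: inhibitors block probe labeling of enzyme so polarization drops; 0% = enzyme with DMSO and 100% = wells lacking PAFAH2 protein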
LYPLA1 counter – LYPLA1 inhibitors, primary screen, counter-screen for PME1 inhibitor project, biochemical, fluorescence polarization, FP-Rh probe ABPP | Acyl-protein thioesterase 1 (Homo sapiens), O75608 | recombinant LYPLA1 | inhibition, % at 5.9 µM | actives 0.16% (n = 320,000) | AID 2174, 2009;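 active = inhibition above the mean of all tested compounds plus 3 SD, set per campaign, cut at about 14% in these data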;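 note: inhibitors block serine hydrolase probe labeling of LYPLA1 so polarization falls; 0% = enzyme with DMSO and 100% = wells lacking LYPLA1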
Target sequence (O75608 whole entry, looked up): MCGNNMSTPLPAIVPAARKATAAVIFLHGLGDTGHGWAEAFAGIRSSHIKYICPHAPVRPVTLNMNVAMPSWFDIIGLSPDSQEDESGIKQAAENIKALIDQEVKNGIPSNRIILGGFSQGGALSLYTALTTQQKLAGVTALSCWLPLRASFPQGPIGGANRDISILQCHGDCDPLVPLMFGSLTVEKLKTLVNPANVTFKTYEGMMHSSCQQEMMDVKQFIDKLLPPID
ZTA DNA inh – counter-screen for EBNA-1 inhibitors: inhibitors of Epstein-Barr virus ZTA; AID 2234; ZTA-DNA binding, fluorescence polarization; inhibition, % at 11 µM; actives 0.15% (n = 320,000); P03206; in the data active = inhibition above about 33%
Target sequence (P03206 whole entry, looked up): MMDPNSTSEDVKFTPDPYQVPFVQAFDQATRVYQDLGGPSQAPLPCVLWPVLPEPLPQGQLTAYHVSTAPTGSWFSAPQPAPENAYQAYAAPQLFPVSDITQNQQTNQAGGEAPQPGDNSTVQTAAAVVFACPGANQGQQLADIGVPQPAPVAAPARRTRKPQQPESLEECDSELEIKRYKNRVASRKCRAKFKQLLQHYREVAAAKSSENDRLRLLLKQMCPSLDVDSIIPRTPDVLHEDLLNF
EBNA-1 inh – EBNA-1 DNA-binding inhibitors, primary screen, biochemical, fluorescence polarization; inhibition, % at 14.8 µM; actives 0.34% (n = 300,000); AID 1950, 2009; in the data active = inhibition above about 28%
PREPL inhibitor – PREPL enzyme inhibitors, primary screen, biochemical, fluorescence polarization. recombinant PREPL, fluorescence polarization activity-based probe. inhibition, % at 5.96 µM. actives 0.68% (n = 320,000); in the data active = inhibition above about 43%;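 note: 0% = enzyme with DMSO and 100% = wells lacking enzyme; many of its hits are not listed in these tables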
PAFAH1B3 inh – PAFAH1B3 enzyme inhibitors, primary screen, biochemical, fluorescence polarization, human | inhibition, % at 3.39 µM | actives 0.28% (n = 340,000) | recombinant PAFAH1B3, FP-rhodamine probe | AID 492972, 2010;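 active = inhibition above the screen-wide average of all tested compounds plus 3 SD, cut at about 25% in these data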;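 note: 0% = enzyme with DMSO only and 100% = wells lacking PAFAH1B3 protein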
LYPLA2 inh – LYPLA2 inhibitors, primary screen, counter-screen for PME1 inhibitor project, biochemical, fluorescence polarization, FP-Rh probe ABPP | actives 0.38% (n = 320,000) | recombinant LYPLA2 | AID 2177, 2009 | Acyl-protein thioesterase 2 (Homo sapiens), O95372 | inhibition, % at 5.9 µM;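 active = inhibition above the screen-wide mean plus 3 SD, limit set per campaign, cut at about 26% in these data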;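 note: 0% = LYPLA2 with DMSO and 100% = wells lacking LYPLA2 enzyme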
Target sequence (O95372 whole entry, looked up): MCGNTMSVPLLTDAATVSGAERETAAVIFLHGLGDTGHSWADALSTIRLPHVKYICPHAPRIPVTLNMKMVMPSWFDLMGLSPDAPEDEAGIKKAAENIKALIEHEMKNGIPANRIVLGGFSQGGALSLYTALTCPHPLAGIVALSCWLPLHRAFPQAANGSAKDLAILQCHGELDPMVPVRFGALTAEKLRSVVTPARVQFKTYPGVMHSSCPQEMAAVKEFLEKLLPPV
Starred values were filed as active, the others as inactive; / = not tested or not shown.

SMILES	pPAFAH inh	PAFAH1B2 FP inh	PAFAH2 inh	LYPLA1 counter	ZTA DNA inh	EBNA-1 inh	PREPL inhibitor	PAFAH1B3 inh	LYPLA2 inh
COc1cccc(N(C(=O)c2snc(C(N)=O)c2N)C(C(=O)NCC2CCCO2)c2cccs2)c1 (centres undefined)	2	2	2	0	-9	-7	0	10	-2
Cc1ccc(S(=O)(=O)N2CCN(Cc3cccc(C)c3O)CC2)cc1	6	7	-1	0	10	-4	-2	8	-5
CCOC(=O)C1CCN(c2c(N3CCN(Cc4ccccc4)CC3)c(=O)c2=O)CC1	3	2	-3	3	9	-5	7	2	3
Cc1ccc(S(=O)(=O)NC(C(=O)Oc2ccc3c(C(F)(F)F)cc(=O)oc3c2)c2ccccc2)cc1 (centres undefined)	6	9	0	-3	7	9	-5	9	2
C=CCNC(=O)NC(=O)COC(=O)c1nc2nccc(C)n2n1	1	3	-3	-3	11	13	-2	6	-2
CCOC(=O)c1sc(NC(=O)CSc2nc(C)cc(C)n2)c(C#N)c1C	8	-1	0	-4	6	14	-12	4	-1
CC1=C(/C=C/C(=O)O)C(C)(C)CCC1	4	15	-4	0	1	3	-8	-1	-5
CCn1c(SCC(=O)Nc2ccc3c(c2)OCCO3)nc2c(c1=O)SC(C)C2 (centres undefined)	5	-1	0	4	-14	-7	15	-5	2
CC(=O)NC(Cc1cccc(F)c1)C(=O)NC1CCN(C(=O)c2cccc(C)c2)CC1 (centres undefined)	-2	3	1	-6	6	-6	-2	0	-5
COc1ccc(Nc2oc(COc3ccc(OC)cc3)nc2C#N)cc1	2	7	7	-5	11	-1	15	3	7
S=c1[nH]nc(-c2cc(-c3ccccc3)n[nH]2)n1/N=C/c1c(Cl)cccc1Cl	17	0	24	-1	13	-5	9	4	-1
CCNC(=O)C(=O)Nc1ccc(OC)c(Cl)c1	2	4	-2	4	1	5	5	6	6
Cn1nccc1NC(=O)NC(=O)c1c(Cl)cccc1Cl	3	-1	6	0	-1	3	-5	7	4
COc1cccc(-c2cc3nc4c(c(N5CCC6(CC5)OCCO6)n3n2)CCC4)c1	1	-2	-6	-2	11	-20	19	6	-4
CCOc1ccc(CN2CCN(S(=O)(=O)c3ccc(NC(C)=O)cc3)CC2)cc1OC	5	3	3	1	5	0	1	-7	2
COC(OC)c1ccc(C#N)c(SCc2ccccc2)n1	4	/	/	-1	0	0	7	/	7
NC(=O)COC(=O)C12CC3CC(CC(O)(C3)C1)C2	4	3	9	-2	-20	0	12	5	0
CCOC(=O)Cn1c(=NC(=O)c2cccs2)sc2cc(C(=O)OC)ccc21	-3	1	7	1	-6	1	8	4	3
O=C(CC1NCCc2ccccc21)Nc1cccc(Cl)c1 (centres undefined)	-9	-6	-1	-1	3	-17	-18	-2	-5
Cc1ccc(NC(=O)CCNS(=O)(=O)c2cc(Br)cnc2N)c(Cl)c1	1	/	/	3	4	9	7	/	5
O=C(CSc1nc2c(sc3ccccc32)c(=O)n1CCCN1CCOCC1)NCC1CCCO1 (centres undefined)	3	0	10	-2	-4	-6	9	4	-4
O=c1c2ccccc2nc2n1CCO2	-3	6	10	3	-2	-10	-3	8	-5
COc1ccc(C2CC(C(F)(F)F)n3ncc(C(=O)Nc4cccc(O)c4)c3N2)cc1OC (centres undefined)	6	3	-5	-6	1	3	40	-3	7
O=C(CSc1nncn1-c1ccccc1)Nc1ccccc1	1	3	0	0	-10	0	6	3	6
CCCNC(=O)Nc1ccccc1SC	4	5	-4	1	-21	-12	9	2	5
CCOC(=O)c1cccc(NS(=O)(=O)Cc2ccccc2)c1	17	-6	5	-2	-6	-9	6	1	-6
COc1ccc(C(=O)NCc2nnc(SCC(=O)c3ccccc3)n2C)cc1	-2	6	-1	-2	-7	-14	-4	9	0
O=C(NCc1cccs1)C(=O)NCC1OCCCN1S(=O)(=O)c1ccc(F)cc1 (centres undefined)	3	9	-4	-6	-3	2	2	-4	-2
Cc1cc(C)n(-c2nc3ccccc3[nH]c2=O)n1	1	7	-5	0	-1	-5	6	2	2
COc1cc(NC(=O)c2ccc(CNc3c(N4CCOCC4)c(=O)c3=O)cc2)cc(OC)c1	-2	-2	3	2	-4	-3	-2	-4	3
O=C1c2ccccc2S(=O)(=O)c2cc(C(=O)N(c3ccccn3)c3ccccn3)ccc21	-7	-2	1	1	1	-7	-5	5	-4
COC(=O)c1cc(=O)n(Cc2ccc(F)cc2)c(=Nc2ccccc2)s1	2	-4	-11	-5	-6	-2	24	0	-11
Cc1cc(NC(=O)CSc2nnc(-c3ccccc3Cl)o2)no1	-2	-3	4	-1	0	-14	-5	-16	-7
Oc1ccc(Cl)cc1-c1cc(-c2cccc(Br)c2)n[nH]1	1	-1	-8	-22	4	5	7	6	-30
O=C(O)CCN1C(=O)/C(=C/c2ccc(-c3nc4ccccc4s3)o2)SC1=S	14	4	18	4	7	-3	21	20	-4
O=S(=O)(NC1CCCCC1N1CCN(c2ccc(F)cc2)CC1)c1ccc(Cl)cc1 (centres undefined)	5	-1	-3	0	0	-1	-59	-2	-1
Cc1cc(=O)oc2cc(OCC(=O)N(C)C3CCS(=O)(=O)C3)c(Cl)cc12 (centres undefined)	4	-4	0	-2	3	10	-4	5	-2
O=C1N=c2ccccc2=C1c1c(O)n(-c2cccc(F)c2)[nH]c1=O	3	1	4	-3	11	6	-1	-4	-4
COc1cccc(Nc2nc(-c3ccc4c(c3)OCCO4)cs2)c1	8	-5	-8	-12	-4	0	6	8	3
O=C(COC(=O)CCc1nc2ccccc2c(=O)[nH]1)NCc1ccc(F)cc1	-3	0	-8	0	-1	-3	14	1	4
Cc1nc2ccc(S(=O)(=O)NC(C(=O)NCc3cccs3)C(C)C)cc2s1 (centres undefined)	7	5	3	3	-10	1	-6	4	2
CCOC(=O)N1CCC(NS(=O)(=O)c2cc(Br)cc3c2N(C(=O)CC)CC3)CC1	4	5	-15	3	-12	-4	19	10	1
CCOc1ccc(CCNC(=O)CN2CCN(Cc3ccc(F)cc3)C2=O)cc1OCC	6	6	3	0	10	-2	9	4	-3
C=CCN(c1ccccc1)S(=O)(=O)c1cc(C(=O)NC2=NCCS2)ccc1Cl	-4	0	3	-8	-5	-9	-28	4	-5
COc1ccccc1/C=C/c1nc2ccc(OC(C)=O)cc2c(=O)o1	13	2	78*	1	3	-4	1	9	1
Cc1ccc(-n2c(SCC(=O)OC(C)C)nnc2-c2cnccn2)cc1	-1	-2	-1	-1	-11	2	-4	1	-2
CS(=O)(=O)N(CC(=O)Nc1ccc(Br)cc1)C1CCCCC1	5	0	-5	2	-6	4	-11	7	1
CN(C)CCc1cc2c(c3c1ccc1ccccc13)OCO2	4	2	-2	1	5	9	68*	-4	3
CSc1nc(C)cc(-n2cc(F)c(=O)[nH]c2=O)n1	2	4	-8	5	-1	4	5	10	0
CCN(CCNC(=O)c1cccc(N2CCCC2=O)c1)c1ccccc1	1	10	2	-2	-23	0	6	-5	1
COc1ccc(CNc2nc3ccc(C)cc3s2)c(OC)c1OC	3	0	3	-5	12	12	20	6	-2
COc1ccc(C(=O)Nc2nc(-c3ccccn3)cs2)cc1S(=O)(=O)N1CCOCC1	0	0	2	/	/	/	9	11	/
O=C(Nc1ccc(-n2cnnn2)cc1)C1CCC1	4	0	7	4	-16	0	0	9	3
CN(CC(=O)Nc1cccnc1)S(=O)(=O)c1cc(Cl)ccc1Cl	7	3	8	-1	9	0	-2	1	5
NC(=O)c1nsc(C(=O)N(c2ccccc2)C(C(=O)NCC2CCCO2)c2ccc3ncccc3c2)c1N (centres undefined)	-2	1	-5	4	-25	3	0	7	7
COCCCNC(NC(=O)c1ccc(OC)cc1)C(Cl)(Cl)Cl (centres undefined)	4	1	3	1	-3	-7	-7	3	0
CC(=O)Nc1nc2c(C)c(Cl)ccc2s1	-6	-1	-2	-1	-6	1	-20	-1	-1
CNS(=O)(=O)c1cccc(C(=O)OCC(=O)NCCCc2ccccc2)c1	5	-1	18	1	0	-19	1	2	-3
Cc1cccn2c(=O)c3cc(C(=O)NC4CCCC4)c(=N)n(C4CCCCC4)c3nc12	-4	2	-8	4	-22	-7	22	1	4
CN(C)C(CNc1ccc(C(F)(F)F)cc1[N+](=O)[O-])c1ccccc1 (centres undefined)	0	5	-2	0	-8	-18	-13	1	0

Reformatted: 11 of the compounds above.
Each structure is followed by: pPAFAH inh, PAFAH1B2 FP inh, PAFAH2 inh, LYPLA1 counter, ZTA DNA inh, EBNA-1 inh, PREPL inhibitor, PAFAH1B3 inh, LYPLA2 inh
CCN(CCNC(=O)c1cccc(N2CCCC2=O)c1)c1ccccc1
    1, 10, 2, -2, -23, 0, 6, -5, 1
COc1ccc(CNc2nc3ccc(C)cc3s2)c(OC)c1OC
    3, 0, 3, -5, 12, 12, 20, 6, -2
COc1ccc(C(=O)Nc2nc(-c3ccccn3)cs2)cc1S(=O)(=O)N1CCOCC1
    0, 0, 2, /, /, /, 9, 11, /
O=C(Nc1ccc(-n2cnnn2)cc1)C1CCC1
    4, 0, 7, 4, -16, 0, 0, 9, 3
CN(CC(=O)Nc1cccnc1)S(=O)(=O)c1cc(Cl)ccc1Cl
    7, 3, 8, -1, 9, 0, -2, 1, 5
NC(=O)c1nsc(C(=O)N(c2ccccc2)C(C(=O)NCC2CCCO2)c2ccc3ncccc3c2)c1N (centres undefined)
    -2, 1, -5, 4, -25, 3, 0, 7, 7
COCCCNC(NC(=O)c1ccc(OC)cc1)C(Cl)(Cl)Cl (centres undefined)
    4, 1, 3, 1, -3, -7, -7, 3, 0
CC(=O)Nc1nc2c(C)c(Cl)ccc2s1
    -6, -1, -2, -1, -6, 1, -20, -1, -1
CNS(=O)(=O)c1cccc(C(=O)OCC(=O)NCCCc2ccccc2)c1
    5, -1, 18, 1, 0, -19, 1, 2, -3
Cc1cccn2c(=O)c3cc(C(=O)NC4CCCC4)c(=N)n(C4CCCCC4)c3nc12
    -4, 2, -8, 4, -22, -7, 22, 1, 4
CN(C)C(CNc1ccc(C(F)(F)F)cc1[N+](=O)[O-])c1ccccc1 (centres undefined)
    0, 5, -2, 0, -8, -18, -13, 1, 0

Additional structures:
SMILES	pPAFAH inh	PAFAH1B2 FP inh	PAFAH2 inh	LYPLA1 counter	ZTA DNA inh	EBNA-1 inh	PREPL inhibitor	PAFAH1B3 inh	LYPLA2 inh
Cc1nc(NCCc2ccccc2)sc1C(=O)O	6	9	9	2	16	-7	9	9	0
CCC1CCCCN1C(=O)COC(=O)c1cc(=O)[nH]c2ccccc12 (centres undefined)	4	7	2	/	/	/	0	12	/
Cc1ccc(NC(=O)C(=O)NCc2ccccn2)cc1	2	4	4	2	-18	-2	-5	6	5
COc1ccccc1NC(=O)CN1CCCCCC1	-3	7	10	2	-13	8	-2	5	0

Screening data as filed in PubChem.

Only part of the results is shown (hit frequency here may not be typical).
